# ER stress surv – ER stress cell death inhibition; CSM14.1 thapsigargin ER stress survival, ATP luminescence; relative survival (cellular ATP), % at 15 µg/mL (by protocol); actives 0.33% (n = 48,000); AID 1010;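 active means survival measured by cellular ATP above 50% at 15 µg/ml in the first screen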;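 further: cell death triggered by about 15 µM thapsigargin; ATP read 24 h after thapsigargin was added; plate controls were thapsigargin with DMSO for no effect and DMSO without thapsigargin for full effect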
# Numbers without * were called inactive. This is a subset, so the mix of outcomes need not match the whole.
SMILES,ER stress surv
CN1CCN(Cn2c(O)c(N=NC(=O)COc3ccc(Cl)cc3)c3ccccc32)CC1,7
COc1ccc(C(=O)Nc2cc(-c3nc4cc(Cl)cc(Cl)c4o3)ccc2C)cc1,16
Cc1cc(=O)oc2cc(OCC(=O)OC(C)C)ccc12,4
CN(C)CCN(Cc1ccccc1)c1ccnc(N(C)C)c1C#N,-4
Cc1ccc(OCC(=O)n2cnnc2N)c(Br)c1,-8
Cc1ccc(C)c(NC(=O)C2CC(=O)N(c3ccc(Br)cc3)C2)c1 (stereo not drawn),13
Cc1cccc(N2C(=O)/C(=C/c3cc(C)n(C)c3C)C(=O)NC2=S)c1C,10
O=C1c2ccccc2C(=O)N1c1ccc(-c2nc3ccccc3c(=O)o2)cc1,0
Cc1c(NC(=O)c2cc(-c3ccccc3)nc3ccccc23)cccc1[N+](=O)[O-],12
CCc1cccc(C)c1NC(=O)COc1ccc(OC)cc1,0
Nc1cc(=O)[nH]c(SCc2ccc(Cl)cc2Cl)n1,5
O=c1[nH]c(-c2ccc(O)c(Br)c2)nc2sc3c(c12)CCCC3,-3
CC(=O)c1c(C)oc2c(Br)cc(NS(=O)(=O)c3ccc(Cl)cc3)cc12,2
Cc1c(C(=O)Nc2ccc3oc(-c4ccncc4)nc3c2)cccc1[N+](=O)[O-],3
O=C(CSc1nc2ccccc2o1)Nc1ccccc1[N+](=O)[O-],-11
O=C(O)c1ccc2c(c1)C(=O)N(c1ccc(-c3nc4cc(N5C(=O)c6ccc(C(=O)O)cc6C5=O)ccc4[nH]3)cc1)C2=O,-7
CCOC(=O)C1=C(O)/C(=C/c2ccco2)SC1=Nc1ccc(Cl)cc1,-3
O=C(CSc1nc2ccccc2s1)N1c2ccccc2Sc2ccccc21,9
O=C(CSc1nc2ccccc2s1)N(c1ccccc1)c1ccccc1,10
Cc1ccc(OCC(=O)NCC(C)C)cc1,-4
COc1cc(C=C2C(=O)c3ccccc3C2=O)cc(Br)c1OCC(=O)O,-1
COc1ccc(Cl)cc1NC(=O)c1cc2c(C)nn(-c3ccccc3)c2s1,7
c1ccc(-c2nc(N3CCCCC3)nc3ccccc23)cc1,12
COC(=O)c1c(NC(=O)/C=C/c2ccc(OC)c(OC)c2)sc2c1C(C(=O)OC)CC2 (stereo not drawn),-2
O=c1[nH]c(=O)n(-c2ccc(Br)cc2)c(O)c1C=C1C=CC=N1,2
O=C(/C=C/c1ccc([N+](=O)[O-])cc1)Nc1ccc(S(=O)(=O)N2CCOCC2)cc1,5
N#CC(=C1CCCCC1)c1nc(-c2ccc([N+](=O)[O-])cc2)cs1,-5
O=C(CC1Sc2ccc(C(F)(F)F)cc2NC1=O)Nc1ccccc1 (stereo not drawn),11
NC(=O)c1ccc(NC(=O)/C=C/c2ccccc2)cc1,0
Cc1ccc(-c2csc(NC(=O)C3CC=CCC3C(=O)O)c2C(=O)OC(C)C)cc1 (stereo not drawn),3

# An excerpt from above in order of length of the SMILES, lowest first:
SMILES,ER stress surv
Cc1cc(=O)oc2cc(OCC(=O)OC(C)C)ccc12,4
c1ccc(-c2nc(N3CCCCC3)nc3ccccc23)cc1,12
CN(C)CCN(Cc1ccccc1)c1ccnc(N(C)C)c1C#N,-4
O=C(CSc1nc2ccccc2o1)Nc1ccccc1[N+](=O)[O-],-11
O=c1[nH]c(-c2ccc(O)c(Br)c2)nc2sc3c(c12)CCCC3,-3
Cc1cccc(N2C(=O)/C(=C/c3cc(C)n(C)c3C)C(=O)NC2=S)c1C,10

# Carrying on.
SMILES,ER stress surv
Cc1cc(C)nc(N/N=C/c2cc3c(cc2[N+](=O)[O-])OCO3)n1,3
Cc1oc2c(CN3CCN(C)CC3)c(O)ccc2c(=O)c1-c1nc2ccccc2s1,3
Clc1cccc(OCCOCCN2CCOCC2)c1Cl,-6
Cc1c(C)[n+](=O)c2cc(Cl)c(Cl)cc2n1[O-],4
Cc1ccc(-c2nnc(NC(=O)c3ccccc3C)s2)cc1,8
Cc1ccc(-c2ccc(OCC(=O)Nc3ccc(S(=O)(=O)Nc4onc(C)c4C)cc3)cc2)cc1,8
Cc1c(C(c2cc([N+](=O)[O-])cc([N+](=O)[O-])c2O)c2c(C)n(C)n(-c3ccccc3)c2=O)c(=O)n(-c2ccccc2)n1C,9
Cc1cc2c(cc1C)N(C(=O)CSc1ncn[nH]1)C(C)(C)c1ssc(=S)c1-2,-2
O=S(=O)(NC1CCCCCC1)c1cc(Cl)ccc1Cl,0
COc1ccc(C(=O)CC(Nc2ccc(Cl)cc2)c2ccccc2)cc1 (stereo not drawn),7
CCOc1cc(C2C(C(=O)OCCSCC)=C(C)NC3=C2C(=O)CC(c2ccc(Cl)cc2)C3)cc(Cl)c1O (stereo not drawn),11
Cc1ccc(/C=C2\SC(=S)N(CCS(=O)(=O)O)C2=O)cc1,8
Cc1ccc(C2=N/C(=C\c3ccc(N(C)C)cc3)C(=O)O2)cc1,9
O=C(Nc1cccc(-c2nc3ccccc3o2)c1)c1ccc(NC(=O)c2ccc([N+](=O)[O-])o2)cc1,3
COC(=O)CNC(c1ccccc1)c1cc(Br)ccc1NS(=O)(=O)c1ccccc1 (stereo not drawn),4
Cc1cc(OCC(=O)NC2CCCCCCC2)ccc1Br,-4
CC(=O)c1ccc2c3c(onc13)-c1ccccc1C2=O,12
Cc1cc(C)c(NC(=O)C2CCCN2CCCO)c(C)c1 (stereo not drawn),7
CCN1C(=O)/C(=C\c2cc(Cl)ccc2O)SC1=S,10
COC1C(C)=C(c2ccccc2F)C(=O)N1Cc1ccccc1 (stereo not drawn),-1
O=C(COC(=O)c1ccc(S(=O)(=O)NCc2ccco2)cc1)c1ccc(Cl)cc1,6
COc1cccc(C2C(C(=O)Nc3ccccc3)=C(C)N=c3s/c(=C\c4ccc(N5CCOCC5)o4)c(=O)n32)c1 (stereo not drawn),-2
O=C(Nc1sc2c(c1C(=O)Nc1cccc3ccccc13)CCC2)c1ccccc1Br,2
O=C(Nc1cccnc1)c1cccc2c(Br)cccc12,4
O=C(Nc1cccnc1)c1ccccc1[N+](=O)[O-],26
COc1ccc(NC(=O)CN(c2cccc(Br)c2)S(=O)(=O)c2ccccc2)cc1,11
O=C(Nc1cccc2ccccc12)C1OC2OC3(CCCCC3)OC2C2OC3(CCCCC3)OC12 (stereo not drawn),115*
O=C(/C=C\c1ccc(-c2cc(Cl)ccc2Cl)o1)c1ccccc1,1
Cc1ccccc1NC(=S)NC(=O)c1ccc(Br)cc1,6
CC1CN(C)C(C)CC1OC(=O)c1ccccc1Cl (stereo not drawn),-5
CC(=O)OCC12CC=C(C)C(C1)C(c1ccccc1OC(C)=O)OC2 (stereo not drawn),3
COc1ccc(Cl)cc1C(=O)Nc1cccc2nsnc12,13
O=C(CSc1ncccn1)NCCc1ccccc1,12
COc1ccc(Cl)cc1NC(=O)c1cccc(N(C)C)c1,8
Cc1cccc(OCC(=O)Nc2ccccc2Cl)c1C,7
C=CCNC(=O)c1cc(Cl)c(OC)c(Cl)c1,4
OCc1nc2ccccc2n1Cc1ccc2ccccc2c1,3
Cc1nn2c3ccccc3nc2n1CCN1CCOCC1,9
CCOc1ccc(Nc2nc(-c3ccccn3)cs2)cc1,1
Cc1cc(/C=N/O)c(C)n1-c1ccccc1,-1
O=C(NCc1ccccn1)c1ccc2c(c1)OCO2,1
COc1cccc(N2C(=O)c3ccc4c5c(ccc(c35)C2=O)C(=O)N(c2cccc(OC)c2)C4=O)c1,5
O=C(NC(=Nc1nc2ccccc2o1)NC(=O)c1ccccc1)c1ccccc1,3
COC(=O)c1ccc(-n2c(C)cc(C=C3C(=O)N(C)C(=O)N(C)C3=O)c2C)cc1,2
CNC(=S)NCCc1c[nH]c2ccc(OC)cc12,3
CCOc1cc(/C=N/N=C(N)N)ccc1OCc1ccccc1,-15
Cc1ccc(C(=O)N/C(=C\c2cccc(Oc3ccccc3)c2)C(=O)NCCCn2ccnc2)cc1,2
CC1=C(C(=O)OCC(C)C)C(c2cc([N+](=O)[O-])ccc2Cl)C2=C(CCCC2=O)N1 (stereo not drawn),0
Nc1ccc(-c2nc3cc(N)ccc3s2)cc1,-12
CCc1ccc(OCCNC(=O)CN(c2ccc(C)cc2)S(C)(=O)=O)cc1,0
Cc1cc(C)cc(NS(=O)(=O)c2ccc3ccccc3c2)c1,11
COc1cc(OC)cc(C(=O)NC2CC2)c1,11
COc1cc(C(=O)NC(NC(=S)Nc2cccc(C)c2)C(Cl)(Cl)Cl)cc(OC)c1OC (stereo not drawn),8
Cc1ccc(N2C(=O)CC(NCC3CCCO3)C2=O)cc1 (stereo not drawn),7
COc1ccc(N2C(=O)c3ccccc3NC2c2ccc(OC)cc2OC)cc1 (stereo not drawn),-5
CC(=O)c1cccc(NC(=O)c2ccc3ccccc3c2)c1,-3
Cc1ccc(C(=O)NCC(=O)c2ccc(Br)cc2)cc1,7
COc1ccc(CC(=O)Nc2sc3c(c2C(=O)Nc2ccccc2C)CCCC3)cc1,0
COc1ccc(CNC(=O)c2ccc(Cl)cc2)cc1,8
Cc1cc(OCC(=O)Nc2nc(-c3ccccc3)cs2)ccc1Cl,5

# (more compounds)
SMILES,ER stress surv
O=C(NC(=S)Nc1ccccc1[N+](=O)[O-])c1ccccc1Cl,8
Cc1ccc(/C=C2\C(=O)NC(=S)N(c3ccc(Br)cc3C)C2=O)o1,12
COc1cccc(C(=O)NCc2ccc3c(c2)OCO3)c1,6
O=C1c2cccc3cccc(c23)C(=O)N1/N=C/c1ccccc1[N+](=O)[O-],0
CCOc1ccc(NC(=O)/C=C/c2cc(Br)cs2)cc1,-4
CC1(C)C(c2ccco2)=[N+]([O-])C2(CCCCCC2=O)N1O (stereo not drawn),13
CC(C)c1ccc(/C=N/NC(=O)c2cc(-c3ccc(Cl)cc3)n[nH]2)cc1,2
COc1ccccc1NC(=O)C1C2C3CCC(C3)C12 (stereo not drawn),2
NC(CC(=O)O)c1ccccc1 (stereo not drawn),5
CCSC1=C(C#N)C(CC(C)C)C2=C(CCCC2=O)N1 (stereo not drawn),1
Cc1cc(OCC(O)CN2CCN(Cc3ccccc3)CC2)cc(C)c1Cl (stereo not drawn),-9
COc1ccc(NC(=O)C(=O)NCC2CCCO2)cc1 (stereo not drawn),10
O=C(CC1(C(F)(F)F)NN=C(c2ccccc2)S1)c1ccccc1 (stereo not drawn),0
COc1ccc(/C=C/C(=O)c2ccc3c(c2)OCCO3)cc1[N+](=O)[O-],4
CCOc1ccccc1NC(=O)c1cc(C(=O)O)ccc1C(=O)O,5

# Structural class, the entries above with a CF3 group.
SMILES,ER stress surv
O=C(CC1Sc2ccc(C(F)(F)F)cc2NC1=O)Nc1ccccc1 (stereo not drawn),11
O=C(CC1(C(F)(F)F)NN=C(c2ccccc2)S1)c1ccccc1 (stereo not drawn),0

# Filtered by structure: the compounds so far with fluorine (three)
SMILES,ER stress surv
O=C(CC1Sc2ccc(C(F)(F)F)cc2NC1=O)Nc1ccccc1 (stereo not drawn),11
COC1C(C)=C(c2ccccc2F)C(=O)N1Cc1ccccc1 (stereo not drawn),-1
O=C(CC1(C(F)(F)F)NN=C(c2ccccc2)S1)c1ccccc1 (stereo not drawn),0

# (list continues)
SMILES,ER stress surv
COc1ccc(CN2CCN(C(=O)C(c3ccccc3)c3ccccc3)CC2)c(OC)c1,1
O=C(Nc1ccc(Br)cn1)c1cccc(Cl)c1Cl,0
O=C(Nc1ccc(Br)cc1)C1CN(S(=O)(=O)c2ccccc2)CCN1S(=O)(=O)c1ccccc1 (stereo not drawn),4
COc1cc(NC(=O)c2ccc(C)cc2)cc(OC)c1,-4
CCOc1ccccc1NC(=O)c1c(NC(=O)c2ccccc2Cl)sc2c1CCCCC2,-1
Cc1cc2c(nc3s/c(=C\c4ccc(-c5ccc(F)cc5)o4)c(=O)n32)c(Br)c1C,3
CCc1ccccc1NC(=O)CC1Nc2cc(C)c(C)cc2NC1=O (stereo not drawn),-5
CC(Oc1ccc2c3c(c(=O)oc2c1)CCCC3)C(=O)c1ccccc1 (stereo not drawn),14
O=C1c2ccccc2NC(c2ccccc2O)N1Cc1ccco1 (stereo not drawn),8
CCOC(=O)C1=C(C)N=c2s/c(=C/c3cccc([N+](=O)[O-])c3)c(=O)n2C1c1ccccc1Cl (stereo not drawn),11
O=C(/C=C/c1ccco1)Nc1ccccc1NC(=O)/C=C/c1ccco1,19
CN1CCN(C(=O)c2cccc3ccccc23)CC1,-3
O=S(=O)(NCc1ccccn1)c1ccc(Br)cc1Br,9
O=C1/C(=C/c2ccc(O)c([N+](=O)[O-])c2)SC(=S)N1c1ccc(Br)cc1,-5
COc1nc(-c2ccccc2)c2cc(Br)ccc2n1,-2
CCOC(=O)N(Cc1ccccc1)C(C(=O)O)C(C(=O)O)N(Cc1ccccc1)C(=O)OCC (stereo not drawn),2
Cc1ccc(C2CC(C(F)(F)F)n3nc(C(=O)N4CCN(c5ccccc5)CC4)cc3N2)cc1 (stereo not drawn),12
CC(O)c1nc2ccccc2n1Cc1ccc2ccccc2c1 (stereo not drawn),4
COc1ccc(Cc2cnc(NC(=O)c3cccc([N+](=O)[O-])c3)s2)cc1,1
COC(=O)c1cccc(S(=O)(=O)N2CCOCC2)c1,11
CCOC(=O)C1=C(C)NC(C)=C(C(=O)OC)C1c1ccco1 (stereo not drawn),5
Cc1ccc(S(=O)(=O)ON2C(=O)c3ccccc3C2=O)cc1,0
COc1ccc(Br)cc1/C=C/C(=O)Nc1ccc(OC(F)(F)F)cc1,-1
COc1ccc(CN2CCN(Cc3cc(OC)c(OC)c(OC)c3)CC2)cc1,6
COc1ccc(S(=O)(=O)N2CCN(c3ccc(F)cc3)CC2)cc1,4
CC1=C(C(=O)Nc2ccccc2)C(c2ccc(Br)cc2)NC(=O)N1 (stereo not drawn),1

# Bioassay records deposited in PubChem by Sanford-Burnham Center for Chemical Genomics.
